Screens from PubChem.
ALOX12 inh – ALOX12 (human) lipoxygenase inhibition | P18054 | purified 12hLO, xylenol orange hydroperoxide absorbance | Potency, µM (highest dose often 108 µM), inactives show top-dose activity change, negative = inhibition, most hits filed as inhibitors | 580,000 tested, 1.1% active; also: potency is read from the fitted curve at half-maximal effect; % is scaled to controls: 0 for no effect and ±100 for the full control effect
Target sequence (P18054 whole entry, looked up): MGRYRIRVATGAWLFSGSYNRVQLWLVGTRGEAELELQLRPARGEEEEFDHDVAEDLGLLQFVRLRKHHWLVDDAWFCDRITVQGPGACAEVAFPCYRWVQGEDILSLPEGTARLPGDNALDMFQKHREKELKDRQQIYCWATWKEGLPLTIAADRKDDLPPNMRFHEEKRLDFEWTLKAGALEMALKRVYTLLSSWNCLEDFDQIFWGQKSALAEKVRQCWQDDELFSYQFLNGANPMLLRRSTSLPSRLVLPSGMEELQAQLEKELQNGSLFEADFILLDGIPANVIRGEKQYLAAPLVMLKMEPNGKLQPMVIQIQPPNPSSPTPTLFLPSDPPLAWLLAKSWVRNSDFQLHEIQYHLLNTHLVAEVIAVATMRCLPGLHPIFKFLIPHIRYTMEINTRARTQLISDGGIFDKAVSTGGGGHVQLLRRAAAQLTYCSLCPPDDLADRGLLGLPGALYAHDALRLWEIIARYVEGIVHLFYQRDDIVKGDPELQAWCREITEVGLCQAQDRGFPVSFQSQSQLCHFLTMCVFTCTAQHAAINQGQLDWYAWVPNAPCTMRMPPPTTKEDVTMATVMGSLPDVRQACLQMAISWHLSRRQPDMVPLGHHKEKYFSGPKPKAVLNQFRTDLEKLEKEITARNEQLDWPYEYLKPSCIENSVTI
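Purified human 12hLO (150 nM final) in 25 mM Hepes, 0.01% Triton X-100, pH 7.0 was preincubated 15 min at room temperature with compound. Then 40 uM arachidonic acid was added, 30 min. Hydroperoxide was read by Fe-XO absorbance ratio 573/405 nm.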
GLS inh – blocks human kidney-isoform glutaminase activity. Potency, µM (doses to about 45.5 µM), for the others: top-dose activity change, negative = inhibition, most hits filed as inhibitors. 410,000 tested, 0.21% active. O94925. GLS enzymatic activity, qHTS titration; also: potency is read from the fitted curve at half-maximal effect; % is scaled to controls: 0 for no effect and ±100 for the full control effect
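hKGA in 45 mM KH2PO4 pH 8.2, 0.02% Tween-20 with pin-transferred compounds; 1 mM L-glutamine (stock) plus glutamate oxidase/HRP/Amplex Red coupling added. Fluorescence read initially and after 30 min at RT.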
RGS4 inh – blocks human RGS4-accelerated GTP hydrolysis. P49798. Transcreener GDP fluorescence polarization, RGS4-accelerated GTP hydrolysis. Potency, µM (titrated, usually from 114 µM), inactives show at the highest dose activity change, negative = inhibition, usual class: inhibitors. 390,000 tested, 0.039% active; also: potency is read from the fitted curve at half-maximal effect; % is scaled to controls: 0 for no effect and ±100 for the full control effect; nearly all actives have a fitted effect of over 75% in size; some results filed as inactive show a strong effect at the top dose
Target sequence (P49798 whole entry, looked up): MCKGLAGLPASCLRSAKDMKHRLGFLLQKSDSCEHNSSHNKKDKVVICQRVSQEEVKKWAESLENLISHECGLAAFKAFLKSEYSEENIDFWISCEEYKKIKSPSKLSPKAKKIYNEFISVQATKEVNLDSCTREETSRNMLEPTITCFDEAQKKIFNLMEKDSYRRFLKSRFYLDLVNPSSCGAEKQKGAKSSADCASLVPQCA
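MLSMR compounds (23 nl, pin-transferred) preincubated 10 min at room temperature with a 500nM (2x) first reagent, then RGS4 at 900nM (2x) plus Transcreener GDP mix added; fluorescence polarization (620/688 nm) read before and after 90 min at 30 °C.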
PI4K2A block – inhibitors of human PI4K2A. Q9BTU6. purified PI4K2A, ADP-Glo luminescence, 1 h; hits give low values. activity change, negative = inhibition, % at 76.9 µM. 420,000 tested, 0.13% active. AID 1346378; in the data active = activity change below about -50%; inconclusive = mostly about -30% to -49%;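 also: -100% = wells without enzyme as full effect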
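Compounds are screened against recombinant PI4K2A using PI as substrate and ATP, the latter dispensed at 300 microM. Reactions run one hour at ambient temperature before ADP-Glo detection; full inhibition defined by wells lacking enzyme.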
HP1b chromo inh – blocks HP1-beta chromodomain binding to methylated histone tails; Potency, µM (titrated, usually from 114 µM), for the others: at the top dose activity change, negative = inhibition, most hits filed as inhibitors; P83916; AlphaScreen HP1-beta / biotin-H3K9me3 peptide binding; AID 540317; 390,000 tested, 0.56% active; also: potency is read from the fitted curve at half-maximal effect; nearly all actives have a fitted effect of over 70% in size; inactives centre near 23
Target sequence (P83916 whole entry, looked up): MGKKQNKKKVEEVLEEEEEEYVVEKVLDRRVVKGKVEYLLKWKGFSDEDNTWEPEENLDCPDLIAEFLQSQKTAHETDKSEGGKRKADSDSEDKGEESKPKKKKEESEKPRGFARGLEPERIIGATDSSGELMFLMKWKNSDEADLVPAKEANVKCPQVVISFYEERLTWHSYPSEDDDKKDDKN
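AlphaScreen: HP1-beta (50 nM) preformed 30 min with biotin-H3(1-18)K9me3 peptide (50 nM) in PBS pH 7.4, 0.01% Tween-20. Compound added for 30 min at RT, then streptavidin donor/nickel chelate acceptor beads (10 ug/mL) for 30 min.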
BAZ2B inh – BAZ2B (human) inhibition; Q9UIF8; AlphaScreen BAZ2B-H3K14Ac peptide displacement; Potency, µM (titrated, usually from 114 µM), for the others: at the top dose activity change, negative = inhibition, actives largely listed as inhibitors; 360,000 tested, 4.4% active; AID 504333; also: potency is read from the fitted curve at half-maximal effect; % is scaled to controls: 0 for no effect and ±100 for the full control effect; nearly all actives have a fitted effect of over 60% in size
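Multi-concentration screen (max 110 uM) measuring displacement of acetylated histone H3 peptide from BAZ2B by AlphaScreen, using 50 nM protein, 50 nM peptide and 10 ug/mL streptavidin donor plus Ni-chelate acceptor beads.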
JMJD2A Tudor – JMJD2A Tudor domain (human) inhibition; O75164; AlphaScreen JMJD2A-Tudor / H3K4me3 peptide binding; Potency, µM (doses to about 114 µM), without a hit: top-dose activity change, negative = inhibition, actives largely listed as inhibitors; 390,000 tested, 4.4% active; also: potency is read from the fitted curve at half-maximal effect; % is scaled to controls: 0 for no effect and ±100 for the full control effect; nearly all actives have a fitted effect of over 50% in size
G9a block – inhibitors of human histone lysine methyltransferase G9a; Q96KQ7; G9a H3K9 monomethylation, AlphaScreen, 2 h; Potency, µM (titrated, usually from 102 µM), inactives show at the highest dose activity, negative = inhibition, usual class: inhibitors; 350,000 tested, 8.8% active; also: potency is read from the fitted curve at half-maximal effect; % is scaled to controls: 0 for no effect and ±100 for the full control effect; nearly all actives have a fitted effect of over 75% in size
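AlphaScreen detection with an anti-monomethyl H3K9 antibody quantified product after a 2 h room-temperature reaction containing 500 nM biotinylated H3K9 peptide, 20 µM SAM and 20 nM enzyme, which had been preincubated 15 min with compound.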
ERG Ets-DNA blk – inhibitors of human ERG Ets domain-DNA interaction; P11308; fluorescence polarization, His-ERG Ets domain / labelled DNA; Potency, µM (series often up to 76.9 µM), without a hit: top-dose FP activity, negative = inhibition, actives largely listed as inhibitors; 370,000 tested, 0.028% active; AID 624246; active = well fitted inhibition curve with a large enough effect in the polarisation, with a control signal flat; inconclusive = small, poorly fitted or top-dose-only effect, or effect the other way, or a change in a side signal; inactive = no such curve, though single readings can be large or run the other way; the % refers to the polarisation;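 also: polarization taken with two DNA probes labelled with fluorescein and Texas red; potency is read from the fitted curve at half-maximal effect; % of control where 0% means no effect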
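His-tagged ERG Ets domain (1 uM in the protein solution; 300mM KCl, 50mM Tris-HCl, 1mM EDTA, 1mM DTT, pH 7.5) received compound, then a probe mix of 5 nM fluorescein-DNA and 100nM Texas-615-DNA. Fluorescence polarization was read for both dyes.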
The depositor's hits bear a star; ? = inconclusive; · = not tested or not shown; & = joins results of further samples; [ ] = another dose, or the depositor's remark. Unless noted, calls follow the shape of the dose curve; as a rule, active = well fitted curve in the direction sought with a large enough effect; inconclusive = small, poorly fitted or top-dose-only effect, or another doubt; inactive = no such curve, though single readings can be large; an effect the other way counts as inactive or inconclusive. These rows are one share of the data; count on the stated rates, not on these rows.

nr | compound | ERG Ets-DNA blk | RGS4 inh | HP1b chromo inh | ALOX12 inh | PI4K2A block
1 | COc1ccc(NC(=O)CC2CCCC2)cc1OC | -3% | 12% | -4% | -4% | 0
2 | CC(=O)c1c(C)[nH]c(C(=O)Nc2ccc(C)c(S(=O)(=O)N(C)C)c2)c1C | 1% | -10% | 16% | -8%&-8% | -3
3 | O=C(NC1CCCCCCC1)c1ccc(S(=O)(=O)N2CCCC2)cc1 | 10% | 10% | 41%[activator] | 175%[activator] | 1
4 | O=c1[nH]c(=O)n(Cc2ccco2)c2c1C(C(F)(F)F)(C(F)(F)F)N=C(C1CCCCC1)N2 | -7% | 3% | 12% | -23% | 10
5 | COc1ccc(C(=O)OC(C)CN2CCOCC2)cc1 (stereo unspecified) | -17% | -11% | 41%[activator] | ? | -1
6 | Cc1ccc(NC(=O)CN2CCC(NC(=O)Cc3ccccc3)CC2)c(C)c1 | 0% | 8%[11.4 µM] | 26% | -12% | -5
7 | Cn1c2c(c(=O)n(C)c1=O)C(c1ccc(C(F)(F)F)cc1)CC(=O)N2 (stereo unspecified) | -4% | -9% | 80%[activator] | 9% | -1
8 | Cc1cc(C)cc(OCC(=O)Nc2ccncc2)c1 | 8% | 5% | 32%[activator] | 21% | 7
9 | COC(=O)c1c(C)[nH]c(C(=O)C(C)OC(=O)C2CC2C)c1C (stereo unspecified) | -4% | -14% | 23% | 11% | -1
10 | COc1ccc(N2CCN(CCCNC(=O)c3ccc(CS(=O)(=O)c4ccc(Cl)cc4)o3)CC2)cc1 | -14% | 5% | 22% | · | 1
11 | CCCS(=O)(=O)Nc1ccc2cn[nH]c2c1 | -5% | 3% | 22% | -3% | 5
12 | O=C(c1ccc(N2CCCC2)c([N+](=O)[O-])c1)N1CCN(S(=O)(=O)c2ccccc2)CC1 | -4% | 33% | -23% | -1% | -24

nr | JMJD2A Tudor | G9a block | BAZ2B inh | GLS inh
1 | -5% | -3% | -20% | -6%
2 | -19% | 84%[activator] | -10% | -15%
3 | -1% | 0% | 6% | -6%
4 | -18% | -8%[59 µM] | 4% | -8%
5 | 8% | -1% | -4% | 1%
6 | -2% | 14% | 2% | 3%
7 | -11% | · | · | 4%
8 | -9% | 3%[0.501 µM] | 10% | 0%
9 | -11% | 16%[12.7 µM] | -7% | 1%
10 | 14% | 50µM* | 28µM* | 40%[activator]
11 | -14% | 25% | · | 8%
12 | ? | ? | -36% | 10%

Next section:
nr | compound | ERG Ets-DNA blk | RGS4 inh | HP1b chromo inh | ALOX12 inh | PI4K2A block
13 | CN(Cc1ccncc1)C1CC(=O)N(c2ccc(Cl)cc2)C1=O (stereo unspecified) | -5% | 8% | 14% | -9% | 5
14 | COc1ccc(CCC(=O)OCC(=O)Nc2sccc2C(N)=O)cc1 | -21% | -3% | 20% | -6% | 1
15 | CCCOc1ccc(CN2CCOCC2)cc1OC | -3% | 20%[11.4 µM] | 43%[activator] | 2% | 3
16 | COc1ccc(OC(=O)c2cnc3n(c2=O)CCS3)cc1 | 7% | 3% | 37% | 5% | -3
17 | N#CC(C#N)=Cc1ccc(OC(=O)c2ccccn2)cc1 | 44%[activator] | -37% | 33% | -18% | -2
18 | O=C(Nc1nc(-c2cc(F)ccc2F)cs1)C1=NN(c2ccccc2)C(=O)CC1 | -12% | 13% | 8% | ? | -1
19 | Cc1cccc[n+]1CC(=O)/C=C1\N(C)c2ccccc2C1(C)C | 6% | 3% | 28% | ? | -3
20 | CC(=O)c1c(C)[nH]c(C(=O)COC(=O)c2c(-c3ccccc3)noc2C)c1C | -2% | -1% | 5% | -9% | 5
21 | C/C(=N\NC(=O)c1ccoc1C)c1ccccc1 | 2% | 24% | 22% | 122%[activator] | -19
22 | COc1cc(=O)oc(CCC(C)O)c1C (stereo unspecified) | -4% | 15% | 28% | -16% | 5
23 | C=CCNc1nc(N)c([N+](=O)[O-])c(Nc2cccc(Cl)c2)n1 | -5% | -33% | 27% | -19% | 2
24 | CCCCN(CCCNC(=O)c1cc(Nc2ccc(OC)c(OC)c2)nc2ccccc12)c1ccccc1 | -10% | -10% | -22% | ? | 1

nr | JMJD2A Tudor | G9a block | BAZ2B inh | GLS inh
13 | -21% | -11% | 11% | -4%
14 | -21% | 12%[12.7 µM] | -11% | 5%
15 | -10%[11.4 µM] | · | -6% | 1%
16 | -13% | · | -1% | 6%
17 | 7.9µM* | 2.5µM* | 8.9µM* | -27%
18 | -25% | -4% | -24% | 0%
19 | 3% | -13% | -3% | 1%
20 | -15% | · | · | 5%
21 | -9% | 13%[59 µM] | -12% | -16%
22 | -13% | · | · | 0%
23 | -2% | 31% | 12% | -9%
24 | ? | -7%[59 µM] | · | 20%

Single records, from the list above. Screens in order: ERG Ets-DNA blk | RGS4 inh | HP1b chromo inh | ALOX12 inh | PI4K2A block | JMJD2A Tudor | G9a block | BAZ2B inh | GLS inh
O=C(Nc1nc(-c2cc(F)ccc2F)cs1)C1=NN(c2ccccc2)C(=O)CC1 as listed: -12% | 13% | 8% | ? | -1 | -25% | -4% | -24% | 0%
CC(=O)c1c(C)[nH]c(C(=O)Nc2ccc(C)c(S(=O)(=O)N(C)C)c2)c1C as listed: 1% | -10% | 16% | -8%&-8% | -3 | -19% | 84%[activator] | -10% | -15%
COc1ccc(N2CCN(CCCNC(=O)c3ccc(CS(=O)(=O)c4ccc(Cl)cc4)o3)CC2)cc1 as listed: -14% | 5% | 22% | · | 1 | 14% | 50µM* | 28µM* | 40%[activator]
C=CCNc1nc(N)c([N+](=O)[O-])c(Nc2cccc(Cl)c2)n1 as listed: -5% | -33% | 27% | -19% | 2 | -2% | 31% | 12% | -9%
O=C(NC1CCCCCCC1)c1ccc(S(=O)(=O)N2CCCC2)cc1 as listed: 10% | 10% | 41%[activator] | 175%[activator] | 1 | -1% | 0% | 6% | -6%

Further structures follow.
nr | compound | ERG Ets-DNA blk | RGS4 inh | HP1b chromo inh | ALOX12 inh | PI4K2A block
25 | COc1ccc(NC(=O)CCC(=O)Nc2ccc3nc(N4CCOCC4)cc(C)c3c2)c(OC)c1 | -14% | 9% | 19% | -14% | 1
26 | Cc1cc(Cl)ccc1OC(C)C(=O)NN=C1CCCCCC1 (stereo unspecified) | 6% | -12% | 44%[activator] | -1% | -4
27 | O=C(/C=C/c1ccccc1)NC(N1CCOCC1)C(Cl)(Cl)Cl (stereo unspecified) | 0% | -20% | 41%[activator] | -10% | -1
28 | CSc1ccc(CNC(=O)c2ccc(NC(=O)c3nsc4ccccc34)cc2)cc1 | -3% | 2% | 21%[57 µM] | -2% | 0
29 | O=C(Cc1ccccc1)Nc1ccc2oc(-c3cccnc3)nc2c1 | -4% | -29% | 12% | -1% | 3
30 | Cc1ccc(S(=O)(=O)N(C)C)cc1NC(=O)c1ccc2ccccc2n1 | 3% | 1% | 21% | -13%&-17% | -5
31 | O=C(O)C1CCCCC1C(=O)NCCCCc1ccccc1 (stereo unspecified) | 2% | 5% | 30% | 0% | 8
32 | CCSc1nc2ccccc2n1CC(=O)OC | -6% | 15% | 32% | -25% | 6
33 | O=C(Nc1ccc(Cl)cc1)N1CCCN(c2ccc(C(F)(F)F)cc2[N+](=O)[O-])CC1 | 0% | 8% | ? | 0% | -8
34 | CC(=O)N1CCOCCOCCN(C(C)=O)CCOCC1 | 11% | 7% | 33% | 2% | 1
35 | CCOC(=O)N1CCN(c2ccnc3cc(Cl)ccc23)CC1 | -11% | -1% | 17% | 10% | -2
36 | CCCc1nnc2n1N=C(c1ccc(C)cc1)CS2 | -2% | 6% | 6%[57 µM] | ? | 0

nr | JMJD2A Tudor | G9a block | BAZ2B inh | GLS inh
25 | -3% | 13% | 7% | -6%
26 | -5% | 38% | 4% | 1%
27 | 9% | · | -4% | -10%
28 | -12% | 17%[59 µM] | -12% | -19%
29 | -18% | 7%[12.7 µM] | ? | 8%
30 | -11% | ? | -4% | 6%
31 | 0% | -7% | 3% | 15%
32 | -1% | 5%[12.7 µM] | -3% | 11%
33 | ? | -3% | ? | 8%
34 | -13% | -6% | 29% | 4%
35 | -4% | 11% | -27% | -9%
36 | -14% | 79µM* | -33% | -9%

Other structures
nr | compound | ERG Ets-DNA blk | RGS4 inh | HP1b chromo inh | ALOX12 inh | PI4K2A block
37 | CCOC(=O)C1=C(C)NC(=O)NC1c1cc2c(cc1Br)OCO2 (stereo unspecified) | 7% | -52% | 57%[activator] | 0% | -13
38 | CC(=O)C(C)Oc1ccc(Cc2ncc(C(F)(F)F)cc2Cl)cc1 (stereo unspecified) | -5% | -9% | 74%[activator] | 2% | -20
39 | O=C(/C=C/Nc1ccc(F)cc1Br)c1ccccc1 | -6% | 8% | 23% | -27% | ?
40 | COCC1CCN(C(=O)c2cc(COc3ccc(F)cc3F)on2)C1 (stereo unspecified) | -8% | 7% | 9%[57 µM] | 4% | -9
41 | Cc1cccc(N2CCN(S(=O)(=O)c3ccc4c(c3)C(C(C)C)C(=O)N4)CC2)c1C (stereo unspecified) | -8% | 6% | 24% | -22% | 3

nr | JMJD2A Tudor | G9a block | BAZ2B inh | GLS inh
37 | ? | -13%[59 µM] | 55%[activator] | -4%
38 | 18% | 222%[activator] | 35% | -3%
39 | -21% | -5% | -3% | 17%
40 | 1% | 23% | 1% | 0%
41 | -33% | -43%[59 µM] | -8%[57.1 µM] | -5%
